NSD2 block: blocks human NSD2 histone methyltransferase activity. O96028. NSD2-SET H3K36me1 DELFIA fluorescence, biochemical. inhibition, % at 12.5 µM. 44,000 tested, 0.07% active; in the data active = inhibition above about 54%, passing the limit was not always enough;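 also: inhibitors reduce the monomethyl H3K36 fluorescence signal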
An asterisk follows results filed as active. The list is partial (hit frequency here may not be typical).

| NSD2 block | mol |
| --- | --- |
| 1 | C[C@H]1CN([C@@H](C)CO)C(=O)CCCn2cc(nn2)CO[C@@H]1CN(C)Cc1cccnc1 |
| -3 | CCCC#Cc1ccc2c(c1)O[C@H](CN(C)C(=O)Nc1ccccc1F)[C@H](C)CN([C@@H](C)CO)S2(=O)=O |
| -8 | C[C@@H]1CN([C@@H](C)CO)S(=O)(=O)c2ccc(C#CCN(C)C)cc2O[C@H]1CN(C)C(=O)c1ccccc1F |
| 1 | Cc1ccc(S(=O)(=O)Nc2ccc3c(c2)C(=O)N([C@H](C)CO)C[C@H](C)[C@@H](CN(C)C(=O)CCCN(C)C)OCCCC[C@H](C)O3)cc1 |
| -6 | O=C(C[C@H]1C[C@H]2c3cc(NC(=O)c4ccc5c(c4)OCO5)ccc3O[C@H]2[C@@H](CO)O1)NCc1cccc(F)c1 |
| 1 | C[C@H](CO)N1C[C@H](C)[C@H](CN(C)C(=O)Nc2ccc3c(c2)OCO3)Oc2ccc(NC(=O)Cn3cnnn3)cc2C1=O |
| -5 | C[C@H]1CN([C@@H](C)CO)C(=O)c2cc(NC(=O)C3CC3)ccc2O[C@@H]1CN(C)C |
| 27 | C[C@@H]1CN([C@@H](C)CO)C(=O)c2cc(Br)cnc2O[C@H]1CN(C)CC1CCCC1 |
| 4 | C[C@@H]1CN([C@@H](C)CO)C(=O)c2cc(NC(=O)CCN3CCOCC3)ccc2O[C@H]1CN(C)Cc1ccc2c(c1)OCO2 |
| -9 | C[C@H](CO)N1C[C@H](C)[C@H](CN(C)Cc2ccc(C(F)(F)F)cc2)Oc2ccc(NC(=O)Cc3ccccc3)cc2CC1=O |
| 0 | C[C@@H]1CN([C@H](C)CO)C(=O)c2cc(NS(=O)(=O)c3ccc(Cl)cc3)ccc2O[C@@H]1CN(C)Cc1ccc(Cl)c(Cl)c1 |
| 2 | C[C@@H]1CN([C@@H](C)CO)C(=O)c2cc(-c3ccc(F)cc3)cnc2O[C@H]1CN(C)C(=O)Nc1ccccc1F |
| 0 | C[C@@H]1CN([C@H](C)CO)C(=O)c2cc(C3=CCCC3)cnc2O[C@H]1CN(C)Cc1ccc(F)cc1 |
| 0 | COc1ccc(NC(=O)Nc2ccc3c(c2)CC(=O)N([C@@H](C)CO)C[C@H](C)[C@@H](CN(C)C(=O)Nc2ccc(F)cc2)O3)cc1 |
| 2 | COc1cc(CCC(O)CC(O)CCc2ccc(O)c(OC)c2)ccc1O (stereo unspecified) |
| -4 | Cc1noc(C)c1S(=O)(=O)Nc1ccc2c(c1)CC(=O)N([C@@H](C)CO)C[C@@H](C)[C@H](CN(C)CC1CC1)O2 |
| -134 | C[C@@H]1CCCCO[C@@H](CN(C)C)[C@H](C)CN([C@@H](C)CO)C(=O)c2cc(NC(=O)CCC(F)(F)F)ccc2O1 |
| 4 | COc1ccc(S(=O)(=O)Nc2ccc3c(c2)C(=O)N([C@@H](C)CO)C[C@@H](C)[C@H](CN(C)Cc2ccc(C(=O)O)cc2)O3)cc1 |
| 0 | COc1ccc(S(=O)(=O)N(C)C[C@H]2Oc3ccc(NC(=O)Nc4ccc5c(c4)OCO5)cc3CC(=O)N([C@H](C)CO)C[C@@H]2C)cc1 |
| -5 | CC(=O)n1cc([C@@H]2C=C(C(=O)N3CCCCCCC3)O[C@H](OCCCCO)C2)c2ccccc21 |
| -2 | C[C@H](CO)N1C[C@H](C)[C@H](CN(C)Cc2ccc(C(=O)Nc3ccccc3N)cc2)Oc2c(NS(C)(=O)=O)cccc2C1=O |
| -5 | C[C@@H]1CN([C@H](C)CO)S(=O)(=O)c2ccc(-c3cccc(C#N)c3)cc2O[C@@H]1CN(C)C(=O)c1ccncc1 |
| -4 | C[C@@H]1CN([C@H](C)CO)C(=O)c2c(c3ccccc3n2C)-c2ccccc2CO[C@@H]1CN(C)S(=O)(=O)CC(F)(F)F |
| -80 | C[C@H]1CN([C@@H](C)CO)S(=O)(=O)c2ccc(-c3ccccc3)cc2O[C@@H]1CN(C)Cc1ccccc1 |
| -4 | COC(=O)c1ccc(S(=O)(=O)NCc2ccco2)o1 |
| -1 | COc1ccc(/C=N/NC(=O)c2cccc(C(=O)NO)c2)cc1Br |
| -9 | O=C(Nc1ccc2c(c1)[C@@H]1C[C@H](CC(=O)N3CCOCC3)O[C@@H](CO)[C@@H]1O2)Nc1ccccc1F |
| 15 | COc1ccc(CN(C)C[C@H]2OCCCC[C@@H](C)Oc3ccc(NC(=O)Nc4cccc5ccccc45)cc3C(=O)N([C@H](C)CO)C[C@@H]2C)cc1 |
| 0 | O=C(C[C@@H]1CC[C@@H](NC(=O)CCN2CCCCC2)[C@H](CO)O1)Nc1nccs1 |
| 17 | C[C@H]1CN([C@@H](C)CO)C(=O)c2ccccc2-c2ccccc2CO[C@@H]1CN(C)C(=O)Nc1ccnc(N2CCOCC2)c1 |

Among those listed so far, two contain bromine.
| NSD2 block | mol |
| --- | --- |
| 27 | C[C@@H]1CN([C@@H](C)CO)C(=O)c2cc(Br)cnc2O[C@H]1CN(C)CC1CCCC1 |
| -1 | COc1ccc(/C=N/NC(=O)c2cccc(C(=O)NO)c2)cc1Br |

Remaining list, next part.
| NSD2 block | mol |
| --- | --- |
| -9 | CC(C)CC#Cc1cnc2c(c1)C(=O)N([C@H](C)CO)C[C@H](C)[C@H](CN(C)Cc1ccc3c(c1)OCO3)O2 |
| 6 | O=C(CCCCCCC(=O)Nc1ccccc1O)N/N=C/c1cc(O)ccc1[N+](=O)[O-] |
| -9 | O=C1/C(=C/c2cn[nH]c2-c2ccc(F)cc2)CS/C1=C\c1cn[nH]c1-c1ccc(F)cc1 |
| 1 | CCCC#Cc1ccc2c(c1)O[C@@H](CN(C)Cc1cncnc1)[C@H](C)CN([C@H](C)CO)S2(=O)=O |
| -12 | C[C@H](CO)N1C[C@H](C)[C@H](CN(C)Cc2ccc(C(=O)O)cc2)OCCCC[C@H](C)Oc2ccc(NC(=O)Nc3ccc(C(F)(F)F)cc3)cc2C1=O |
| 0 | Cc1ccc(-c2ccc3c(c2)O[C@@H](CN(C)Cc2ccccn2)[C@@H](C)CN([C@H](C)CO)S3(=O)=O)cc1 |
| -4 | Cc1ccc(S(=O)(=O)N(C)C[C@@H]2Oc3ccc(NS(=O)(=O)c4cn(C)cn4)cc3C(=O)N([C@H](C)CO)C[C@H]2C)cc1 |
| 2 | C[C@@H]1CN([C@@H](C)CO)C(=O)c2cccc(NC(=O)Nc3ccc(F)cc3)c2O[C@@H]1CN(C)Cc1ccc(C(=O)O)cc1 |
| -2 | COc1ccc(S(=O)(=O)Nc2ccc3c(c2)C(=O)N([C@H](C)CO)C[C@@H](C)[C@@H](CN(C)C(=O)Nc2ccc(C(F)(F)F)cc2)OCCCC[C@@H](C)O3)cc1 |
| 0 | C[C@@H]1CCCCO[C@H](CN(C)S(=O)(=O)c2cccs2)[C@@H](C)CN([C@H](C)CO)C(=O)c2cc(NC(=O)Nc3ccc4c(c3)OCO4)ccc2O1 |
| -10 | CCCN(C)C[C@@H]1Oc2cc(C#CCC(C)C)ccc2S(=O)(=O)N([C@@H](C)CO)C[C@@H]1C |
| -12 | C[C@@H]1CN([C@@H](C)CO)C(=O)c2cc(NS(=O)(=O)c3ccc(F)cc3)ccc2O[C@H]1CN(C)Cc1ccc(C(F)(F)F)cc1 |
| 5 | Cc1ccc(-c2cnc3c(c2)C(=O)N([C@@H](C)CO)C[C@H](C)[C@H](CN(C)S(C)(=O)=O)O3)cc1 |
| -20 | C[C@@H]1CCCCO[C@@H](CN(C)Cc2ccc(C(F)(F)F)cc2)[C@H](C)CN([C@@H](C)CO)C(=O)c2cc(NS(C)(=O)=O)ccc2O1 |
| -1 | C[C@@H]1CN([C@@H](C)CO)C(=O)Cc2cc(NC(=O)CCN3CCOCC3)ccc2O[C@@H]1CN(C)C(=O)Nc1cccc2ccccc12 |
| 8 | C[C@H]1CN([C@@H](C)CO)C(=O)Cc2cc(NC(=O)C3CCCCC3)ccc2O[C@H]1CN(C)C(=O)Nc1cccc2ccccc12 |
| -3 | C[C@H](CO)N1C[C@H](C)[C@H](CN(C)C(=O)CCC(F)(F)F)OCCCC[C@H](C)Oc2ccc(NC(=O)C3CCCCC3)cc2C1=O |
| -1 | C[C@@H]1CN([C@H](C)CO)C(=O)c2cc(-c3ccccc3)cnc2O[C@@H]1CN(C)C |
| 17 | NCc1ccccc1 |
| 0 | O=C(NO)c1cccc(C(=O)N/N=C/Cc2ccccc2)c1 |
| -12 | Cc1ccc(S(=O)(=O)N(C)C[C@@H]2Oc3ccc(NC(=O)Nc4ccc(C(F)(F)F)cc4)cc3CC(=O)N([C@@H](C)CO)C[C@H]2C)cc1 |
| -6 | C[C@H](CO)N1C[C@H](C)[C@@H](CN(C)C(=O)Nc2ccccc2F)Oc2cc(-c3ccc(C(=O)N(C)C)cc3)ccc2S1(=O)=O |
| -1 | Cc1ccc(S(=O)(=O)Nc2ccc3c(c2)C(=O)N([C@H](C)CO)C[C@H](C)[C@H](CN(C)S(=O)(=O)c2ccccc2)OCCCC[C@H](C)O3)cc1 |
| 8 | Cc1noc(C)c1S(=O)(=O)N(C)C[C@@H]1Oc2ccc(NC(=O)Cc3ccccc3)cc2CC(=O)N([C@@H](C)CO)C[C@H]1C |
| 3 | Cc1noc(C)c1S(=O)(=O)Nc1ccc2c(c1)C(=O)N([C@H](C)CO)C[C@@H](C)[C@@H](CN(C)Cc1ccncc1)OCCCC[C@H](C)O2 |
| 12 | C[C@@H]1CN([C@H](C)CO)S(=O)(=O)c2ccc(Br)cc2O[C@@H]1CN(C)S(=O)(=O)c1ccc(F)cc1 |
| -9 | C[C@@H]1CCCCO[C@@H](CN(C)Cc2ccccc2)[C@H](C)CN([C@@H](C)CO)C(=O)c2cc(NC(=O)Cc3ccccc3)ccc2O1 |
| -6 | C[C@@H]1CN([C@H](C)CO)C(=O)c2cccc(NC(=O)C3CCCCC3)c2O[C@@H]1CN(C)C(=O)Nc1ccc2c(c1)OCO2 |
| 2 | Cc1noc(C)c1S(=O)(=O)N(C)C[C@@H]1Oc2ccc(NS(=O)(=O)c3cccs3)cc2CC(=O)N([C@@H](C)CO)C[C@@H]1C |
| -1 | C[C@H](CO)N1C[C@H](C)[C@@H](CN(C)C)Oc2ccc(NC(=O)Nc3ccc(C(F)(F)F)cc3)cc2CC1=O |

An excerpt of these results, as labelled records:
C[C@@H]1CCCCO[C@@H](CN(C)Cc2ccccc2)[C@H](C)CN([C@@H](C)CO)C(=O)c2cc(NC(=O)Cc3ccccc3)ccc2O1
  NSD2 block: -9
C[C@@H]1CN([C@H](C)CO)C(=O)c2cccc(NC(=O)C3CCCCC3)c2O[C@@H]1CN(C)C(=O)Nc1ccc2c(c1)OCO2
  NSD2 block: -6
Cc1noc(C)c1S(=O)(=O)N(C)C[C@@H]1Oc2ccc(NS(=O)(=O)c3cccs3)cc2CC(=O)N([C@@H](C)CO)C[C@@H]1C
  NSD2 block: 2
C[C@H](CO)N1C[C@H](C)[C@@H](CN(C)C)Oc2ccc(NC(=O)Nc3ccc(C(F)(F)F)cc3)cc2CC1=O
  NSD2 block: -1

Going on with the list:
| NSD2 block | mol |
| --- | --- |
| -2 | Cc1noc(C)c1S(=O)(=O)Nc1ccc2c(c1)C(=O)N([C@H](C)CO)C[C@H](C)[C@@H](CN(C)Cc1ccncc1)O2 |
| -5 | COc1ccccc1-c1cnc2c(c1)C(=O)N([C@@H](C)CO)C[C@H](C)[C@H](CN(C)CC1CCOCC1)O2 |
| 2 | C[C@@H]1CN([C@H](C)CO)S(=O)(=O)c2ccc(C#Cc3ccccc3F)cc2O[C@H]1CN(C)C(=O)Cc1cccnc1 |
| -3 | C[C@H](CO)N1C[C@H](C)[C@H](CN(C)Cc2ccc(C(F)(F)F)cc2)Oc2c(NC(=O)Nc3ccc(F)cc3)cccc2C1=O |
| 9 | Cc1noc(C)c1NC(=O)N(C)C[C@H]1OCCCC[C@@H](C)Oc2ccc(NS(=O)(=O)c3c(C)noc3C)cc2C(=O)N([C@H](C)CO)C[C@@H]1C |
| 10 | CCCNC(=O)N(C)C[C@@H]1Oc2cc(-c3ccncc3)ccc2S(=O)(=O)N([C@H](C)CO)C[C@@H]1C |
| 10 | C[C@H](CO)N1C[C@H](C)[C@H](CN(C)S(=O)(=O)c2cccs2)Oc2c(NS(C)(=O)=O)cccc2C1=O |
| -6 | C[C@@H]1CN([C@H](C)CO)C(=O)c2cc(-c3ccc(C(=O)N(C)C)cc3)cnc2O[C@@H]1CN(C)C |
| 30 | COC(=O)[C@H]1[C@H]2C[C@H]3c4[nH]c5ccccc5c4CCN3C[C@H]2CC[C@@H]1O |
| -7 | C[C@H](CO)N1C[C@H](C)[C@@H](CN(C)S(=O)(=O)c2ccccc2)Oc2c(NS(=O)(=O)c3ccccc3)cccc2C1=O |
| -11 | C[C@@H]1CN([C@@H](C)CO)C(=O)Cc2cc(NC(=O)Cc3cn(C)c4ccccc34)ccc2O[C@@H]1CN(C)Cc1ccc(C(F)(F)F)cc1 |
| 1 | C[C@H]1CN([C@@H](C)CO)C(=O)c2cc(C#CCN(C)C)cnc2O[C@@H]1CN(C)Cc1ccc2c(c1)OCO2 |
| -3 | Cc1nnc(Sc2ccc(/C=N/NC(=O)CCCCC(=O)NO)o2)n1C |
| -1 | COc1ccc(NC(=O)N(C)C[C@@H]2Oc3ccc(NS(C)(=O)=O)cc3C(=O)N([C@@H](C)CO)C[C@@H]2C)cc1 |
| 2 | C[C@@H]1CN([C@@H](C)CO)C(=O)c2cc(N(C)C)ccc2O[C@H]1CN(C)S(C)(=O)=O |
| -1 | C[C@@H]1CN([C@H](C)CO)S(=O)(=O)c2ccc(-c3cccc(C(=O)N(C)C)c3)cc2O[C@@H]1CN(C)C |
| 19 | C[C@H]1CCCCO[C@@H](CN(C)CC2CCCCC2)[C@@H](C)CN([C@@H](C)CO)C(=O)c2cc(NS(=O)(=O)c3cccs3)ccc2O1 |
| -1 | C[C@@H]1CN([C@@H](C)CO)S(=O)(=O)c2ccc(-c3cncnc3)cc2O[C@@H]1CN(C)Cc1ccncc1 |

By substructure, the entries above with a furan ring, fused or not
| NSD2 block | mol |
| --- | --- |
| -4 | COC(=O)c1ccc(S(=O)(=O)NCc2ccco2)o1 |
| -3 | Cc1nnc(Sc2ccc(/C=N/NC(=O)CCCCC(=O)NO)o2)n1C |
